HTR1E agonist: activates the human 5-HT1E serotonin receptor | CHO 5-HT1E Ga15 NFAT-bla reporter, FRET; 0% DMSO wells, 100% control agonist wells | activation, % at 6 µM | actives 0.69% (n = 65,000);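 active = activation above a set limit, the screen-wide mean activation plus 3 SD, cut at about 8.5% in these data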;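 note: 100% = positive control agonist at 1 µM giving full maximal response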
HER2 expr 66K: lowers expression of human Her2 kinase | SKBR-3 HER2 protein level, AlphaScreen, 18-24 h; hits give low values | HER2 level % of control, % at 10 µM | actives 0.69% (n = 65,000) | AID 645;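 active = HER2 level under 5% of the carrier-only control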;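 note: 100% = DMSO carrier and 0% = 500 nM PU-H71 HSP90 inhibitor; lower value means stronger loss of Her2 protein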
5HT1E antag: blocks the human 5-HT1E serotonin receptor; CHO 5-HT1E Ga15 NFAT-bla reporter, FRET, antagonist; AID 571; actives 0.99% (n = 65,000); P28566; inhibition, % at 6 µM;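 active = inhibition above a set limit, the mean inhibition across every tested compound plus 3 SD, cut at about 29% in these data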;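 note: signal is the 460 over 535 nm emission ratio of beta-lactamase substrate; 0% = agonist plus DMSO wells and 100% = wells without agonist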
Jurkat tox 60K: cytotoxic compounds reducing Jurkat cell viability. inhibition, % at 4 µM. Jurkat E6.1 viability, ATP luminescence, 48 h. actives 1.2% (n = 56,000);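 active = inhibition above the mean inhibition of all tested compounds plus 3 SD, cut at about 28% in these data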
S1P1 ag pot: agonists and agonism potentiators of human S1P1 receptor. P21453. S1P1 CRE-bla cells, forskolin, beta-lactamase FRET, potentiator mode; S1P1 agonist co-added at EC20, 2 nM; 100% = saturating reference agonist, 0% = basal. activation, % at 9.5 µM. actives 0.57% (n = 56,000). AID 449;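 active = activation above a cutoff set at the mean activation of all tested compounds plus 3 SD, cut at about 54% in these data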;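 note: forskolin at 4 µM as EC80 and the EC20 agonist is SEW2871; 100% = SEW2871 at its EC100 plus forskolin at EC80; some compounds past the cut are filed as inactive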
Target sequence (P21453 whole entry, looked up): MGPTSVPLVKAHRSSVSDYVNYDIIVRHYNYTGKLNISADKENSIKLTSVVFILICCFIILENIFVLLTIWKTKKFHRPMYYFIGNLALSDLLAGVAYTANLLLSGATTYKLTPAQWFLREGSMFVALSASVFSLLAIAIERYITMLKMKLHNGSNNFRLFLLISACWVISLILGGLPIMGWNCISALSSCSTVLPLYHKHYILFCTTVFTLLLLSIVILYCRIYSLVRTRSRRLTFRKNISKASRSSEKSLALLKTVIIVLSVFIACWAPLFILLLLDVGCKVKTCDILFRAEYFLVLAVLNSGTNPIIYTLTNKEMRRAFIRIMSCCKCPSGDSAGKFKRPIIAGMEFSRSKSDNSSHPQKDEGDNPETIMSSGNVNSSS
S1P3 ag: activates the human S1P3 receptor; S1P3 NFAT-BLA reporter cells, agonism, FRET ratio; relative to 1 µM S1P, basal subtracted; actives 0.1% (n = 60,000); activation, % at 4.5 µM; AID 373;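 active = activation above the screen-wide mean plus 3 SD, cut at about 4.5% in these data, passing the limit was not always enough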; note: some compounds called inactive have numbers as strong as hits
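Benchmarks: high control 1 µM S1P / System: stable CHO line with human S1P3, Gα16, NFAT-BLA reporter / Dosing: single compound concentration, 4.5 µM final / Timing: 4 h compound at 37 °C, 2 h substrate at RT / Measured by: FRET β-lactamase substrate fluorescence, excitation 405 nm, 460/535 nm emission ratio, background-subtracted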
HEK293 NFkB inh: lowers PMA/ionomycin-induced NF-kB signal in HEK293 cells. AID 465. HEK-293 NF-kB luciferase reporter, luminescence. inhibition, % at 3 µM. actives 0.21% (n = 62,000);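 active = inhibition above the mean of all tested compounds plus 3 SD, cut at about 40% in these data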;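 note: 0% = stimulated DMSO wells and 100% = 10 µM reference inhibitor 5653914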
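Material: HEK-293 cells with stable firefly luciferase reporter driven by four HIV NF-kB elements / Also added: PMA plus ionomycin mix as NF-kB-activating stimulus / Compound dosing: 3 µM once, 0.30% DMSO / Times: 1 h pretreatment, 16 h stimulation, 37 °C / Signal: luminescence / Evaluation: per-plate % inhibition versus controls / Benchmarks: DMSO and 10 µM reference inhibitor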
M1 agonist: activates the M1 muscarinic receptor; B-score at 10 µM; CHO-M1 cells, Fluo-4 calcium fluorescence, agonist mode; hits give high values; AID 626; actives 3% (n = 64,000);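 active = fluorescence rise, raw or as B-score row- and column-corrected plate score, outside the 99.7% band of its plate's samples, either direction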
M1 antagonist: antagonists of rat M1 muscarinic receptor. P08482. CHO-M1 cells, Fluo-4 calcium, ACh EC80 antagonist mode; hits give low values. B-score at 10 µM. actives 3.4% (n = 64,000);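 active = calcium fluorescence response, raw or row-and-column corrected B-score, differing from the plate sample mean either way at a set confidence level, mostly lower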
Target sequence (P08482 whole entry, looked up): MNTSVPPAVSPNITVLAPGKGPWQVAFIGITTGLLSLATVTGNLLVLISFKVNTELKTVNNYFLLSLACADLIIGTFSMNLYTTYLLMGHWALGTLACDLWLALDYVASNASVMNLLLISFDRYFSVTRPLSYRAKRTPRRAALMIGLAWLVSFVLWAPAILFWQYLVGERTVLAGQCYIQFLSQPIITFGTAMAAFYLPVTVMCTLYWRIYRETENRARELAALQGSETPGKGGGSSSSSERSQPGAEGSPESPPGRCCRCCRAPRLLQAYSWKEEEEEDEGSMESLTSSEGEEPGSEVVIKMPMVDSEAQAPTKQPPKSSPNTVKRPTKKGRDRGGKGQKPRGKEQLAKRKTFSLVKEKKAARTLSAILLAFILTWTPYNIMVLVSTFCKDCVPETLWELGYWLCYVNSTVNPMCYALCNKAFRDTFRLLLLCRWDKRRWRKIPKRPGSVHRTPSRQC
Active calls of the source: *; . = not tested or not shown. Compounds were not picked by outcome. About 9.2% of those tested had a hit in this group.

#1 CCN1CCN(C(=O)c2ccc3c(=O)n(CCC4=CCCCC4)c(=O)[nH]c3c2)CC1
#2 CCCc1cc(=O)oc2cc(C)cc(OC(=O)c3ccco3)c12
#3 CC(C)=CCC(C)(C)CNC(=O)NC1CCCCC1
#4 CCNC(=O)CC1SC(=Nc2cccc(Cl)c2C)N(C)C1=O (centres undefined)
#5 Cc1ccc(OCC(O)Cn2c(=N)n(CCN3CCOCC3)c3ccccc32)cc1 (centres undefined)
#6 C=CCNc1nc(-c2sc(NC(=O)CC)nc2C)cs1
#7 CC1(C)CC(=O)C2=C(C1)NCN(Cc1ccc3c(c1)OCO3)C2
#8 CCn1c(SCC(=O)Nc2cc(C)on2)nnc1-c1ccncc1
Compound	1	2	3	4	5	6	7	8
HTR1E agonist	-1.3	-0.8	-1.1	0.4	0.6	-0.9	0.1	-0.5
HER2 expr 66K	113	79	82	94	89	108	103	96
5HT1E antag	6	5	99*	6	4	10	-5	-6
Jurkat tox 60K	9	-5	.	4	-4	23	9	1
S1P1 ag pot	-18	-10	10	-7	3	.	2	-24
S1P3 ag	-0.8	1.0	-2.2	-0.7	-0.9	-1.8	-1.0	-0.3
HEK293 NFkB inh	23	0	.	16	8	9	22	11
M1 agonist	-0.6	-0.29	-0.67	-0.22	1	.	-1.3	0.059
M1 antagonist	-1.8	-2.9*	0.0064	-0.7	-0.39	.	-0.031	-0.89

#9 Cc1nc2ccccn2c1/C(O)=C1\C(=O)C(=O)N(CCCN(C)C)C1c1ccc(Cl)cc1 (centres undefined)
#10 c1ccc(CSc2nnc(-c3ccco3)n2Cc2ccccc2)cc1
#11 COc1ccc(C2N(c3ccc(F)cc3)C(=O)C3CCCN32)cc1 (centres undefined)
#12 Cc1ccc(OCCn2c(=O)cnc3ccccc32)cc1
#13 CCOc1cc(NC(=O)c2ccco2)c(OCC)cc1NC(=O)c1cc(OC)c(OC)c(OC)c1
#14 CCOC(=O)C1CCN(S(=O)(=O)c2ccc3[nH]c(=O)oc3c2)CC1
#15 CCOc1cc(C2Nc3ccccc3C(=O)N2c2ccccc2OC)ccc1O (centres undefined)
#16 O=C(O)c1ccc2c(c1)NC(=O)C(N1CCCC1)S2 (centres undefined)
Compound	9	10	11	12	13	14	15	16
HTR1E agonist	0.1	-1.1	0.2	0.2	0.9	0.5	-1.0	0.8
HER2 expr 66K	107	98	81	71	55	83	117	93
5HT1E antag	3	2	88*	-1	8	-4	0	-9
Jurkat tox 60K	-1	10	0	9	2	8	.	.
S1P1 ag pot	-19	23	-12	9	-4	8	14	.
S1P3 ag	0.1	-0.5	-1.5	0.2	-0.5	-1.1	-4.5	.
HEK293 NFkB inh	2	2	6	10	10	15	.	16
M1 agonist	-0.94	1.6	-0.51	-0.74	2.9	-0.97	0.091	-1.3
M1 antagonist	1.3	-0.71	0.0021	-0.71	-1.2	-0.012	0.92	0.21

Reformatted with each value named: entries from further up
(16) O=C(O)c1ccc2c(c1)NC(=O)C(N1CCCC1)S2 (centres undefined)
  HTR1E agonist: 0.8; HER2 expr 66K: 93; 5HT1E antag: -9; Jurkat tox 60K: .; S1P1 ag pot: .; S1P3 ag: .; HEK293 NFkB inh: 16; M1 agonist: -1.3; M1 antagonist: 0.21
(12) Cc1ccc(OCCn2c(=O)cnc3ccccc32)cc1
  HTR1E agonist: 0.2; HER2 expr 66K: 71; 5HT1E antag: -1; Jurkat tox 60K: 9; S1P1 ag pot: 9; S1P3 ag: 0.2; HEK293 NFkB inh: 10; M1 agonist: -0.74; M1 antagonist: -0.71

Next entries.
#17 O=C1CCCc2c1nn(-c1ccccc1)[n+]2[O-]
#18 CCOc1cc(S(=O)(=O)NCc2ccccc2)ccc1F
#19 Cc1cc(NC(=O)CCC(=O)N(CC(=O)NC2CCCC2)c2ccc3c(c2)OCCO3)no1
#20 c1ccc(-c2nc(CSc3nnnn3-c3ccccc3)cs2)cc1
#21 Cc1cc(SCC#N)n2nc(C)c(-c3ccccc3)c2n1
#22 Cc1nc2ccc(NC(=O)N3CCC(c4ccccc4)C3)cc2nc1C (centres undefined)
#23 Cc1csc(NC(=O)CSc2nnc(-c3ccoc3C)n2Cc2ccco2)n1
#24 O=C(Cc1c(F)cccc1Cl)NCC1CCCO1 (centres undefined)
Compound	17	18	19	20	21	22	23	24
HTR1E agonist	1.4	-0.6	0.2	-0.8	-0.4	-0.6	-0.4	0.2
HER2 expr 66K	81	104	94	95	72	86	50	.
5HT1E antag	5	7	-1	-3	57*	10	10	-13
Jurkat tox 60K	-3	4	5	.	8	-3	1	0
S1P1 ag pot	.	-12	2	.	-38	-34	35	-14
S1P3 ag	-0.4	-0.4	-0.1	.	-0.4	1.0	-0.8	-0.4
HEK293 NFkB inh	2	12	3	12	12	2	-6	6
M1 agonist	-1.5	-1.2	-0.48	0.49	-1.5	-0.82	.	0.5
M1 antagonist	0.61	-0.34	-0.21	-0.26	0.027	0.062	.	0.25

Only HTR1E agonist and HEK293 NFkB inh, for 3 of the compounds above:
entry	Structure	HTR1E agonist	HEK293 NFkB inh
17	O=C1CCCc2c1nn(-c1ccccc1)[n+]2[O-]	1.4	2
18	CCOc1cc(S(=O)(=O)NCc2ccccc2)ccc1F	-0.6	12
19	Cc1cc(NC(=O)CCC(=O)N(CC(=O)NC2CCCC2)c2ccc3c(c2)OCCO3)no1	0.2	3

(list continues)
#25 O=C(Nc1cccc(C(F)(F)F)c1)N1CCC(c2nc(-c3ccc(F)cc3)no2)CC1
#26 O=c1[nH]c(CSc2nnc(NCCCN3CCOCC3)s2)nc2cc(Cl)ccc12
#27 Cc1nn(C)c(C)c1S(=O)(=O)N1CCCC(C(=O)NCC2COc3ccccc3O2)C1 (centres undefined)
#28 Cc1ccc(-n2c(SCC(=O)Nc3cc(C)on3)nc3c(c2=O)SC(C)C3)cc1 (centres undefined)
#29 Cc1ccc(S(=O)(=O)C2(C(=O)N3CCN(C4CCCCC4)CC3)CC2)cc1
#30 Nc1nnc(SCCOc2ccccc2)s1
#31 CCOC(=O)N1CCN(S(=O)(=O)c2cc(C)c(C)cc2C)CC1
#32 COc1ccccc1NC(=O)c1c(C)cc(=O)oc1C
Compound	25	26	27	28	29	30	31	32
HTR1E agonist	-0.1	0.1	-0.1	1.6	-0.6	1.1	0.0	0.3
HER2 expr 66K	44	84	92	82	97	100	115	73
5HT1E antag	3	-7	-3	-4	1	0	6	-13
Jurkat tox 60K	20	-2	5	-3	0	14	-13	.
S1P1 ag pot	58*	11	-11	-23	-3	18	24	-6
S1P3 ag	-0.9	0.4	0.0	-1.1	-1.2	-1.5	0.1	-1.2
HEK293 NFkB inh	34	9	6	16	8	24	7	.
M1 agonist	-1.4	-0.046	-0.31	0.62	-0.18	-0.11	-1.1	0.35
M1 antagonist	-0.6	-0.66	-0.31	0.07	-0.032	0.89	0.078	2.2

Single entries from the entries so far.
O=C(Nc1cccc(C(F)(F)F)c1)N1CCC(c2nc(-c3ccc(F)cc3)no2)CC1 in S1P3 ag = -0.9
Nc1nnc(SCCOc2ccccc2)s1 in Jurkat tox 60K = 14
O=c1[nH]c(CSc2nnc(NCCCN3CCOCC3)s2)nc2cc(Cl)ccc12 in HEK293 NFkB inh = 9
Cc1ccc(S(=O)(=O)C2(C(=O)N3CCN(C4CCCCC4)CC3)CC2)cc1 in M1 antagonist = -0.032
Cc1nn(C)c(C)c1S(=O)(=O)N1CCCC(C(=O)NCC2COc3ccccc3O2)C1 (centres undefined) in M1 agonist = -0.31
CCOC(=O)N1CCN(S(=O)(=O)c2cc(C)c(C)cc2C)CC1 in S1P1 ag pot = 24
Cc1ccc(-n2c(SCC(=O)Nc3cc(C)on3)nc3c(c2=O)SC(C)C3)cc1 (centres undefined) in M1 agonist = 0.62

Further results:
#33 CCN(c1ccccc1)c1cc(C)nc2nc(C)nn12
#34 COc1cc(CC(=O)Nc2ccc(S(=O)(=O)N(C)C)cc2)cc(OC)c1OC
#35 CC(=O)NCC(=O)OCC(=O)Nc1ccc(C(C)=O)cc1
#36 COC(=O)CN(c1ccccc1F)S(=O)(=O)c1ccccc1
#37 CCN(CC)c1ccc(NC(=O)CN2C(=O)CSc3ncccc32)c(C)c1
#38 COc1ccc(CC(=O)N2CCNC2=O)cc1
#39 COc1ccc(N2CSC3=C(C#N)C(c4cccs4)CC(=O)N3C2)cc1 (centres undefined)
#40 Cc1cccc(C)c1OCC(=O)NCc1nnc(SCC(=O)NC2CCCCC2)n1C
Compound	33	34	35	36	37	38	39	40
HTR1E agonist	1.1	0.8	-0.4	-0.1	-0.1	0.3	0.5	-0.4
HER2 expr 66K	113	95	102	99	101	84	112	97
5HT1E antag	-2	-13	-4	0	-2	-5	7	-6
Jurkat tox 60K	-2	6	5	2	20	10	-5	.
S1P1 ag pot	-9	-22	-1	-6	19	-12	-11	.
S1P3 ag	-0.5	-0.8	-1.0	-0.4	-0.4	-0.7	-1.0	.
HEK293 NFkB inh	3	8	17	11	27	5	-3	27
M1 agonist	-0.18	-0.43	0.24	-0.17	-1.7	0.25	0.54	0.65
M1 antagonist	0.067	0.79	0.66	0.021	-0.012	0.68	0.9	0.83

Results in sequence from the list:
S1P3 ag, entries 35–39, in order: -1.0, -0.4, -0.4, -0.7, -1.0
S1P1 ag pot, entries 35–39, in order: -1, -6, 19, -12, -11
HTR1E agonist, entries 35–39, in order: -0.4, -0.1, -0.1, 0.3, 0.5

Further results follow:
#41 COc1ccc2c(c1OC)C(=O)OC2CC(=O)c1ccc(N(C)C)cc1 (centres undefined)
#42 COc1cccc(C2C=C(c3ccc(OC)cc3OC)Nc3nnnn32)c1 (centres undefined)
#43 O=C1c2ccccc2C(=O)N1Cc1nc(-c2ccncc2)no1
#44 CCOc1ccc(NC(=O)CN2CCN(CC(=O)Nc3cccc(F)c3)CC2)cc1
#45 C=CCn1c(O)c(C2=c3ccccc3=NC2=O)s/c1=N/c1nccs1
#46 CCOc1ccc(C(=O)N2CCN(c3cccc(C)c3C)CC2)cc1
#47 CC12CCC(C(=O)NCc3ccccn3)(OC1=O)C2(C)C (centres undefined)
#48 COc1ccc(-n2nnnc2SC(C)C(N)=O)cc1 (centres undefined)
#49 O=C(Nc1nccs1)c1ccc(COc2ccc(F)cc2)o1
#50 COCc1nnc(NC(=O)c2ccco2)s1
Compound	41	42	43	44	45	46	47	48	49	50
HTR1E agonist	1.3	0.1	0.3	0.7	0.2	3.8	0.3	0.2	-0.7	0.3
HER2 expr 66K	113	54	74	128	86	81	107	122	243	121
5HT1E antag	2	20	-1	-12	11	-8	-3	-8	-1	-4
Jurkat tox 60K	-4	41*	-4	2	4	0	-2	0	1	2
S1P1 ag pot	-42	13	.	-34	-34	-6	-20	-13	4	7
S1P3 ag	-0.4	-1.0	-0.1	-0.4	-0.8	-1.4	-0.6	-0.3	-0.2	-1.2
HEK293 NFkB inh	2	-1	-6	4	6	3	3	16	-10	8
M1 agonist	0.21	3.3*	-1.1	0.065	-0.71	-0.56	-1.6	-0.26	-0.0085	1.3
M1 antagonist	-0.28	0.62	0.11	-0.26	-0.27	-0.49	-0.059	1.8	-1.5	-0.082

Source: PubChem BioAssay
